Screening data (PubChem BioAssay)
EWS-Fli inh: EWS/Fli-driven NR0B1 reporter inhibitors, primary screen, A673 cells, NR0B1 luciferase, luminescence, MLPCN library | viability-normalised | inhibition, % at 12.6 µM | hit rate 0.67% among 350,000;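 active means mean inhibition of at least 50% after viability correction, with every replicate also passing that limit; inconclusive means mean reaches 50% but only one of two replicates passes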;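 further: firefly luciferase signal divided by Alamar Blue viability fluorescence both relative to DMSO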
Casp6 inh: human caspase-6 inhibitors, primary screen, biochemical, VEID-R110 fluorescence, single point, set 2; P55212; purified caspase-6, Z-VEID-R110 cleavage fluorescence; inhibition, % at 12.5 µM; hit rate 0.53% among 350,000; AID 686996, 2013;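 active means mean inhibition across replicates at least about 35%, with every replicate also reaching that limit, limit read from the data; inconclusive means only one of the two criteria met; inactive means neither criterion met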;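 further: 0% = median of neutral control wells and 100% = no fluorescence left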
Target sequence (P55212 24-179 limits assumed): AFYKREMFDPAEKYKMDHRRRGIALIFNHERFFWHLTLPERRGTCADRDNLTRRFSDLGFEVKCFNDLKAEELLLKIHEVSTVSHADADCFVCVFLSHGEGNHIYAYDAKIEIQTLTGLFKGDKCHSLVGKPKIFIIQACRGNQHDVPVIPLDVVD
Target sequence (P55212 194-293 limits assumed): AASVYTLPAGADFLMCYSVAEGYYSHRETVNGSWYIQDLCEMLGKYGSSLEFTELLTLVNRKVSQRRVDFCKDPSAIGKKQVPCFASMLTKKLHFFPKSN
LGR2 antag: inhibitors of bursicon-induced LGR2 CRE-luciferase signal, primary screen, cell-based, HEK293, CRE-luciferase reporter, bursicon stimulation | Drosophila bursicon receptor LGR2 (rickets) | bursicon-stimulated, 4 h | inhibition, % at 9.99 µM | hit rate 0.35% among 380,000;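 active means drop in luminescence signal, shown as inhibition above about 50% in the replicate tests, limit read from the data, passing the limit was not always enough; inconclusive means probably only some replicates passing the limit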;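 further: agonist challenge used bursicon conditioned medium at about half maximal strength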
PGC1a acetyl inh: inhibitors of PGC1a acetylation signal, primary screen, cell-based, U2OS, AlphaScreen, inhibitor mode; AlphaScreen anti-acetyl-lysine; with virally co-expressed GCN5 acetyltransferase; inhibition, % at 15.6 µM; hit rate 0.17% among 350,000; AID 651687, 2012;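 active means every replicate shows inhibition of at least 40%; inconclusive means mean inhibition at least 40% but some replicate below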;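 further: 0% = neutral control wells and 100% = positive control wells; some results beyond the cut were filed as inactive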
PAX8 reporter: inhibitors of PAX8-driven TPO luciferase reporter, primary screen, RMG-I cells, single concentration; AID 652154, 2013; SteadyGlo, 24 h; inhibition, % at 12.6 µM; hit rate 1.2% among 360,000;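 active means mean replicate inhibition at least 60% with every replicate also reaching 60%; inconclusive means only one of the two criteria is met; inactive means mean below 60% and not all replicates reaching 60%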;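 further: luciferase light reporting Pax8 driven TPO promoter activity; plate controls were median of neutral control wells for no effect and mitoxantrone controls for full effect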
Cneo AK release: Cryptococcus neoformans cell lysis inducers, primary screen, AK release luminescence, single concentration | C. neoformans lysis, adenylate kinase release luminescence, 4 h; normalised: neutral wells 0, clomiphene wells 100 | lysis activity, % at 15 µM | hit rate 0.2% among 360,000;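 active means mean lysis activity across replicates of at least 80%, whatever share of replicates individually reach that level; inactive means mean lysis activity below 80%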
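Material: C. neoformans cells; Schedule: 4 h static compound exposure, 37 °C, read 1 h post-reagent; Measured by: adenylate kinase release luminescence; Read-out: signal increase indicating cell lysis; Controls: Clomiphene as positive lysis control.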
miR-122 sensor: miR-122 Renilla sensor signal increase in Huh7, primary screen, miR-122 inhibitor project, cell-based, single point, plate reader; activation (reporter increase), % at 12.5 µM; hit rate 0.3% among 340,000; Huh7 miR-122 Renilla luciferase sensor, 48 h; neutral wells = 0, positive control = 100;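 active means mean replicate activation score at least 90 and every replicate individually at or above 90; inconclusive means only one of the two criteria met; inactive means neither criterion met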;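 further: higher luciferase means less miR-122 activity so hits act as miR-122 inhibitors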
FN deposition inh: inhibitors of fibronectin matrix deposition, primary screen, AH1F cells, Alexa488-fibronectin fluorescence, plate reader; AH1F fibroblasts, overnight; inhibition, % at 12.6 µM; hit rate 0.086% among 350,000; AID 743247, 2014;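 active means mean inhibition across replicates of 30% or more, regardless of how many single replicates reach that level; inconclusive means mean under 30% yet at least half of replicates reach 30%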;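 further: positive control wells lacked labelled fibronectin entirely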
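material = AH1F fibroblast monolayer depositing Alexa488-labelled fibronectin into matrix | amount = 10000 AH1F cells/well | buffer or medium = DMEM plus 2% serum, read in PBS | incubation = 1 h cell adhesion before compound, then overnight fibronectin incubation | detection = fluorescence at 485 nm excitation, 525 nm emission | evaluation = percent inhibition as loss of matrix-bound fibronectin fluorescence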
Active calls of the source: *; ? = inconclusive; · = not tested or not shown; [ ] = remark or other dose.

SMILES	EWS-Fli inh	Casp6 inh	LGR2 antag	PGC1a acetyl inh	PAX8 reporter	Cneo AK release	miR-122 sensor	FN deposition inh
CCN(CC)c1ccc(C=NCCc2ccc(S(N)(=O)=O)cc2)cc1	7	-2	-19	·	-20	1	0	1
COc1cc2ccccc2cc1C(=O)N(CCN(C)C)c1nc2ccc(Br)cc2s1	-3	-4	-10	-5	6	-3	·	-1
Cn1c(=O)n(CC(=O)OCc2ccccc2)c(=O)c2c1nc1n2CCCN1C1CCCCC1	·	·	-8	-4	·	-7	-5	·
COc1ccc2c3c([nH]c2c1)[C@@H](CO)N(C(=O)NC1CCCC1)CC31CN(C(=O)Nc2cccc(F)c2)C1	-5	0	-4	6	·	·	·	7
C[C@H]1CN([C@@H](C)CO)C(=O)Cc2cc(NC(=O)C3CCCCC3)ccc2O[C@H]1CN(C)Cc1ccc(C(=O)O)cc1	-2	0	-2	1	-7	9	0[16.7 µM]	·
O=S(=O)(Cc1ccccc1)N1CCCCN2[C@H](C1)[C@H](c1ccc(-c3cccnc3)cc1)[C@@H]2CO	15	0	-17	3	8	-3	9[16.7 µM]	·
O=S(=O)(NCCc1nnc2ccc(SCc3cccnc3)nn12)c1ccccc1	-1	0	31	8	4	·	·	·
CC(C)(C)c1ccc(C2=CC(c3ccccc3F)n3ncnc3N2)cc1 (configuration not stated)	-24	-5	-18	1	-13	3	1	2
CC(C)CC(NC(=O)/C(=C/c1ccco1)NC(=O)c1ccc(Br)o1)C(=O)O (configuration not stated)	11	14	2	7	37	1	-3	-7
CC(=O)N(C)C[C@H]1[C@@H](c2ccc(-c3ccccc3F)cc2)[C@@H](CO)N1C(C)=O	-2	-1	3	-2	2	1	12[16.7 µM]	·
Cc1cc(C)c(Nc2n[nH]c(=S)s2)cc1C	-6	-1	3	3	17	0	6	-8
Cc1n[nH]c(=S)n1/N=C/c1ccc(OCc2ccc(Cl)cc2Cl)cc1	·	·	-37	·	-101	-1	·	-14
COc1cc(NC(=O)c2cc(-c3cccc(O)c3)on2)cc(OC)c1OC	33	1	-8	-12	49	-1	2	7
COC(=O)C1=NN[C@H](C(=O)OC)[C@H]1c1ccccc1	·	·	11	2	15	6	-5	2
CCc1nc2ccc(C(=O)NC3CCN(C)CC3)cn2c1N(C)CCC(C)C	8	-22	-1	10	7	-1	5	3
COC(=O)[C@@]1(Cc2ccc(F)cc2)[C@H]2c3cc(C(=O)N4CCCC4)n(Cc4ccc(OC(F)(F)F)cc4)c3C[C@H]2CN1C(=O)c1ccccc1	4	-2	-3	·	?	·	·	-5
Cc1ccc(Cl)c(NC(=O)CSc2cccc[n+]2[O-])c1Cl	-2	0	-3	1	·	0	-2	-9
C[C@@H]1CCCCO[C@H](CN(C)S(=O)(=O)c2ccccc2)[C@H](C)CN([C@H](C)CO)C(=O)c2cc(NS(=O)(=O)c3ccc(Cl)cc3)ccc2O1	-1	2	-1	-18	46	0	-4[16.7 µM]	9
Cc1ccc(S(=O)(=O)NC(C)CCc2ccccc2)cc1 (configuration not stated)	·	·	·	-13	-5	0	10	3
CSCCC(NC(=O)c1ccccc1Cl)C(=O)N(C)CC(=O)Nc1ccc(N2CCOCC2)cc1 (configuration not stated)	-13	5	-27	·	11	4	·	-4

In a second layout: 3 of the compounds above
canonical_smiles,EWS-Fli inh,Casp6 inh,LGR2 antag,PGC1a acetyl inh,PAX8 reporter,Cneo AK release,miR-122 sensor,FN deposition inh
Cc1ccc(S(=O)(=O)NC(C)CCc2ccccc2)cc1 (configuration not stated),·,·,·,-13,-5,0,10,3
C[C@@H]1CCCCO[C@H](CN(C)S(=O)(=O)c2ccccc2)[C@H](C)CN([C@H](C)CO)C(=O)c2cc(NS(=O)(=O)c3ccc(Cl)cc3)ccc2O1,-1,2,-1,-18,46,0,-4[16.7 µM],9
CC(=O)N(C)C[C@H]1[C@@H](c2ccc(-c3ccccc3F)cc2)[C@@H](CO)N1C(C)=O,-2,-1,3,-2,2,1,12[16.7 µM],·

Back to the main list with the five entries that preceded the break.
SMILES	EWS-Fli inh	Casp6 inh	LGR2 antag	PGC1a acetyl inh	PAX8 reporter	Cneo AK release	miR-122 sensor	FN deposition inh
COC(=O)[C@@]1(Cc2ccc(F)cc2)[C@H]2c3cc(C(=O)N4CCCC4)n(Cc4ccc(OC(F)(F)F)cc4)c3C[C@H]2CN1C(=O)c1ccccc1	4	-2	-3	·	?	·	·	-5
Cc1ccc(Cl)c(NC(=O)CSc2cccc[n+]2[O-])c1Cl	-2	0	-3	1	·	0	-2	-9
C[C@@H]1CCCCO[C@H](CN(C)S(=O)(=O)c2ccccc2)[C@H](C)CN([C@H](C)CO)C(=O)c2cc(NS(=O)(=O)c3ccc(Cl)cc3)ccc2O1	-1	2	-1	-18	46	0	-4[16.7 µM]	9
Cc1ccc(S(=O)(=O)NC(C)CCc2ccccc2)cc1 (configuration not stated)	·	·	·	-13	-5	0	10	3
CSCCC(NC(=O)c1ccccc1Cl)C(=O)N(C)CC(=O)Nc1ccc(N2CCOCC2)cc1 (configuration not stated)	-13	5	-27	·	11	4	·	-4
Cc1c(C(=O)O)oc2c1C(=O)CC(C)(C)C2	2	-5	8	-1	12	0	-1	-1
CC1(C)CC(=O)C2=C(C1)OC(N)=C([N+](=O)[O-])C2c1ccc(F)cc1 (configuration not stated)	-13	4	-7	1	11	0	-8	1
COc1ccccc1C(=O)Nc1ccc2c(c1)C(=O)N(C)C[C@@H](OC)[C@@H](C)CN(CC1CC1)[C@H](C)CO2	8	1	-14	-26	1	-11	·	3
O=c1[nH]c(=O)n([C@H]2C[C@H](O)[C@@H](CO)O2)cc1C(F)(F)F	57*	1	0	3	-12	1	14	-4
COc1ccc(Nc2ncc3c(n2)CC(c2ccc(C)cc2)CC3=O)cc1 (configuration not stated)	·	·	·	-12	·	0	6	11
C[C@@H]1CN([C@H](C)CO)C(=O)Cc2cc(NS(C)(=O)=O)ccc2O[C@@H]1CN(C)C(=O)Nc1ccc(F)cc1	-9	-1	24	-1	0	-4	1[16.7 µM]	-3
O=C(Cn1c(=O)c2cccn2c2ccccc21)NCc1cccc(F)c1	-15	-3	6	8	-55	0	0	-14
COc1nc2ccc(C)cc2cc1-c1noc(-c2cccnc2)n1	·	·	-5	6	·	8	0	·
COc1ccc(CCNC(=O)C2CCN(S(=O)(=O)c3ccc(OC)c(OC)c3)CC2)cc1	·	·	·	·	-11	4	0	-7
O=C1CN(C(=O)COC(=O)c2ccco2)c2ccccc2N1	-2	9	14	3	0	6	2	-5
c1ccc2cc(N3CCCCC3)ccc2c1	-38	-7	-37	2	13	0	-2	2
Cc1nc2ccccc2nc1SCC(=O)N1CCC(C)CC1	·	·	·	-7	·	1	-11	-8
COc1ccc(CN(C)C[C@H]2OCCCC[C@@H](C)Oc3ccc(NS(=O)(=O)c4cn(C)cn4)cc3C(=O)N([C@@H](C)CO)C[C@@H]2C)cc1	0	0	18	-7	4	-3	7[16.7 µM]	·
CNC(=O)CSc1nnc(-c2ccccn2)n1Cc1ccco1	-3	1	3	-1	13	3	9	3
COc1ccc(S(=O)(=O)N(C)C[C@H]2Oc3ccc(NS(=O)(=O)c4ccc(Cl)cc4)cc3CC(=O)N([C@H](C)CO)C[C@@H]2C)cc1	13	·	5	6	17	16	0[16.7 µM]	-9
C[C@@H]1CN([C@@H](C)CO)C(=O)Cc2cc(NC(=O)Cc3ccccc3)ccc2O[C@@H]1CN(C)C	-10	-1	-35	-3	-5	-1	-2[16.7 µM]	·
N#Cc1ccc(-c2ccc3c(c2)[C@H]2[C@H](CCN2S(=O)(=O)c2cccc(F)c2)[C@@H](CO)N3)cc1	?	2	3	3	22	-10	78[16.7 µM]	7
N#Cc1c(N)[nH]c(=S)c(C#N)c1-c1ccccc1	·	·	·	20	·	1	4	26
CN1CCc2c(sc(NC(=O)c3ccc(C(=O)c4ccccc4)cc3)c2C(N)=O)C1	1	-17	-16	-6	16	4	-8	2
COc1ccc(CCNC(=O)CSc2nnnn2C)cc1OC	10	3	1	10	-17	·	·	10
CCOC(=O)c1sc(=NC(=O)c2ccc(S(=O)(=O)N3CC(C)OC(C)C3)cc2)n(C)c1C (configuration not stated)	·	·	·	-14	·	0	-4	3
CC(Oc1ccc(Cl)cc1Cl)C(=O)NC(=S)N1CCc2ccccc21 (configuration not stated)	2	13	-2	7	-22	4	0	-7
COc1ccccc1Cc1c(-c2cccc(Cl)c2)nc2ccc(Cl)cn12	-82	2	-35	-1	-133	-1	0	9
O=C(Nc1cc(S(=O)(=O)N2CCOCC2)ccc1N1CCOCC1)c1ccc([N+](=O)[O-])s1	25	2	-5	6	4	0	5	-6
CC(=O)OC(C(=O)NC1CCCCC1)c1ccc(Cl)cc1 (configuration not stated)	·	·	·	0	-1	13	11	-7
CC(=O)N1CCc2cc(S(=O)(=O)NC(Cc3ccccc3)C(=O)NC3CCCCCC3)ccc21 (configuration not stated)	·	·	11	-2	·	0	0	·
CC1CCCN(C(=O)c2ccc3c(=O)n(Cc4ccc5c(c4)OCO5)c(=S)[nH]c3c2)C1 (configuration not stated)	·	·	·	-3	·	-3	7	1
COCC(=O)N1CC2(C1)[C@H](c1ccc(-c3ccc(F)cc3)cc1)[C@H](CO)N2C(=O)C1CC1	-1	1	9	-7	3	·	·	·
COc1cccc(/C=C/C(=O)Nc2cc(S(=O)(=O)N3CCOCC3)ccc2OC)c1	-7	-1	-15	·	14	-6	·	·
Cn1cc(-c2nnc(-c3ccccc3)o2)c2ccccc21	·	·	·	4	-68	-3	4	2
COC(=O)c1cc(C(=O)Nc2cc(C)on2)cc([N+](=O)[O-])c1	-3	-3	2	-9	6	-5	2	-2
C=CCOc1c(Cl)cc(C(=S)N2CCCC2)cc1OCC	58*	1	2	-2	43	-1	39	-3
CC=Cc1ccc2n(c1=O)C[C@@H]1[C@@H](CO)[C@H](C(=O)N3CCc4ccccc4C3)[C@H]2N1CCC (mixture of isomers)	-6	-2	-1	·	·	2	-5[16.7 µM]	·
C[C@@H]1CN([C@@H](C)CO)C(=O)c2cc(NC(=O)Nc3ccc4c(c3)OCO4)ccc2O[C@@H](C)CCCCO[C@@H]1CN(C)Cc1ccncc1	-6	-3	5	-5	-10	-1	12[16.7 µM]	·
C[C@H](CO)N1C[C@H](C)[C@@H](CN(C)Cc2cncnc2)Oc2ncc(-c3ccc(F)cc3)cc2C1=O	6	-1	-40	1	·	1	5[16.7 µM]	2
COc1ccc(CNC(=O)c2nn(-c3ccccc3)cc2OC)cc1	·	3	-8	·	21	-1	-1	-5
